All columns: NCI-60 one-dose screen, growth in % after 48 h at 10 µM unless noted; 100 = growth as untreated, 0 = no growth, -100 = all killed.
MCF7: MCF7 breast cancer; hit rate 6.3% among 82,000; AID 1794796
T-47D: T-47D breast cancer | hit rate 5% among 79,000 | AID 1794792
HS 578T: HS 578T breast cancer | hit rate 4.1% among 78,000
MDA-MB-231: MDA-MB-231 breast cancer; hit rate 5% among 81,000
LOX IMVI: LOX IMVI melanoma; hit rate 7.4% among 79,000; AID 1794757
MALME-3M: MALME-3M melanoma; hit rate 5.8% among 78,000; AID 1794766
BT-549: BT-549 breast cancer; hit rate 4.4% among 78,000; AID 1794793
SK-MEL-2: SK-MEL-2 melanoma | hit rate 4.7% among 77,000 | AID 1794763
The depositor's hits bear a star; . = no result given; & = joins results of further samples; [ ] = dose if it differs, or a comment. How the source made its calls: active means growth percent below 10; inactive means the rest.

The opening five compounds, to show the layout:
SMILES	MCF7	T-47D	HS 578T	MDA-MB-231	LOX IMVI	MALME-3M	BT-549	SK-MEL-2
CC1C(=O)C23CC1CCC2C12COC(O)C1C(C)(C)C(O)CC2OC3=O (stereo unspecified)	95[100 µM]	102[100 µM]	104[100 µM]	100[100 µM]	.	97[100 µM]	109[100 µM]	112[100 µM]
COc1cccc(-c2nn(C(C)(C)C)cc2-c2ccnc(NCCCNS(=O)(=O)c3ccc(F)cc3)c2)c1	86&102	40&99	97&102	82&120	100	84&111	86&102	97&112
O=C1Nc2ccccc2C12NN=C1Oc3ccccc3C12 (stereo unspecified)	92	107	92	99	100	102	126	115
O=C1C2C3C=CC(C3)C2C(=O)N1CCO (stereo unspecified)	97	89	101	101	99	99	93	132
COc1ccc(C2=NN(C(C)=O)C(c3ccc4c(c3)OCO4)C2)cc1 (stereo unspecified)	95	85	38	82	89	.	87	98

The list itself (from the top)
SMILES	MCF7	T-47D	HS 578T	MDA-MB-231	LOX IMVI	MALME-3M	BT-549	SK-MEL-2
CC1C(=O)C23CC1CCC2C12COC(O)C1C(C)(C)C(O)CC2OC3=O (stereo unspecified)	95[100 µM]	102[100 µM]	104[100 µM]	100[100 µM]	.	97[100 µM]	109[100 µM]	112[100 µM]
COc1cccc(-c2nn(C(C)(C)C)cc2-c2ccnc(NCCCNS(=O)(=O)c3ccc(F)cc3)c2)c1	86&102	40&99	97&102	82&120	100	84&111	86&102	97&112
O=C1Nc2ccccc2C12NN=C1Oc3ccccc3C12 (stereo unspecified)	92	107	92	99	100	102	126	115
O=C1C2C3C=CC(C3)C2C(=O)N1CCO (stereo unspecified)	97	89	101	101	99	99	93	132
COc1ccc(C2=NN(C(C)=O)C(c3ccc4c(c3)OCO4)C2)cc1 (stereo unspecified)	95	85	38	82	89	.	87	98
CCN1C(=O)N(CC)C2C1NN=c1s/c(=C\c3ccc(Br)cc3)c(=O)n12 (stereo unspecified)	1.6*	54	54	26	25	52	18	25
Cc1c(C2=CCCCC2)c2ccccn2c1C(=O)c1cccc(S(=O)(=O)N2CCOCC2)c1	93	79	76	92	89	74	55	92
O=C(CN1C(=O)CN(/N=C/c2ccc([N+](=O)[O-])o2)C1=O)c1ccccc1	80	99	97	97	83	86	104	101
COC(=O)C(C)(C)C1Oc2ccc(OC)cc2C(=O)/C1=C\NS(=O)(=O)c1ccc(OC)cc1 (stereo unspecified)	99	105	105	116	96	104	134	118
O=[N+]([O-])c1ccc2c(c1)sc1nc(-c3c[nH]c4ccccc34)c(Nc3ccccc3)n12	94	84	86	88	90	99	97	105
NC1CCC(O)CC1C(=O)O (stereo unspecified)	101	94	.	101	87	96	102	119
O=C1NCCC12CCN(c1c(Cl)cncc1-c1ccc(-c3cnn(CCO)c3)cc1)CC2	89	95	106	101	99	139	117	108
C/C(Cl)=C/CN(C/C=C(/C)Cl)CCO	101	96	103	108	99	100	110	.
CC(=O)Nc1ccc2c(=O)cc[nH]c2n1	123	105	102	105	100	.	116	108
CC(=O)NCC1(c2ccccc2)CCN(CCCC(=O)c2ccc(F)cc2)CC1	93	114	113	134	101	112	130	101
CC(=O)Nc1ccc(-c2ccccc2)cc1[N+](=O)[O-]	107	94	107	102	100	191	93	106
Cc1ccc(CC(=O)Nc2cc(C3(C)CC3)nn2C2CCCCC2)cn1	92	113	92	106	97	91	103	105
c1ccc(C2CCCCC2)cc1	102	112	103	107	85	109	104	130
COc1cc2c(cc1O)C(CSC)Cc1cc3c(cc1N(C)CC2)OCO3 (stereo unspecified)	95	81	86	108	93	71	92	95
COc1cccc(Nc2ncc3c(n2)CCc2cnc(Nc4cccc(OC)c4)nc2-3)c1	68	45	77	72	72	91	95	96
COCCNCC(O)Cn1c2ccc(Cl)cc2c2cc(Cl)ccc21 (stereo unspecified)	-65*	-16*	-12*	-33*	-31*	-86*	11	-79*
CC1(C)O[C@@H]2C(O)[C@@H]3OC(C)(C)O[C@H]3C(O)[C@@H]2O1 (stereo partly specified)	94	111	100	103	107	79	109	109
CCN(Cc1cccc(S(=O)(=O)O)c1)c1ccc(C(=C2C=CC(=[N+](C)C)C=C2)c2ccc(N(C)C)cc2)c(S(=O)(=O)O)c1	94	92	108	99	96	87	111	93
CCOC(=O)c1c(NC(=O)c2ccccc2C(F)(F)F)sc2c1CCC(=O)C2	79	15	36	15	3.5*	73	11	91
Nc1cc2c(cc1Br)-c1ccccc1/C2=N\O	88	103	113	93	82	101	50	110
CC1=CC=CN2CCC(=O)N=C12	94	101	112	104	103	98	94	.
COc1cc2c(cc1OCCCCn1c(-c3cc(=O)c4ccccc4o3)nc3ccccc31)N=C[C@@H]1CCCN1C2=O	73	79	116	88	69	109	101	27
Nc1ccc(S(=O)(=O)Nc2ccccn2)cc1	95&109	107&95	104&121	99&102	109&103	106&94	103&99	107&99
COc1ccc2[nH]c(O)c(N=NC(=O)c3oc4ccccc4c3C)c2c1	23	-39*	25	24	16	-29*	70	71
OCC12CCCC(OC1)O2 (stereo unspecified)	100	99	104	103	98	100	111	114

Two compounds picked at random from the list so far, as already listed:
SMILES	MCF7	T-47D	HS 578T	MDA-MB-231	LOX IMVI	MALME-3M	BT-549	SK-MEL-2
COc1ccc(C2=NN(C(C)=O)C(c3ccc4c(c3)OCO4)C2)cc1 (stereo unspecified)	95	85	38	82	89	.	87	98
O=C1Nc2ccccc2C12NN=C1Oc3ccccc3C12 (stereo unspecified)	92	107	92	99	100	102	126	115

Remaining list, next part
SMILES	MCF7	T-47D	HS 578T	MDA-MB-231	LOX IMVI	MALME-3M	BT-549	SK-MEL-2
CCN(CC)c1ccn(CC(=O)N[C@@H](CC(C)C)B(O)O)c(=O)c1	97	97	106	108	98	98	101	91
COc1ccc(/C=C/C(=O)N2CCC(O)CC2)cc1OC1CCCC1	95	.	96	103	95	109	117	107
COc1cc([N+](=O)[O-])c(C)cc1NC(=O)c1ccc(OC)c(OC)c1	88	91	97	103	99	76	111	102
COc1ccc(/C=C2\N=C3N(c4ccccc4)C(C(OC(C)=O)C(OC(C)=O)C(OC(C)=O)C(COC(C)=O)OC(C)=O)N(C(C)=O)N3C2=O)cc1 (stereo unspecified)	77	.	106	85	84	100	77	95
O=C(/C=C/c1sc(Cl)nc1Cl)c1ccc(F)cc1	14	84	87	81	0.1*	79	103	95
Clc1ccc2nc(-c3c(-c4ccccc4)nc4ncccn34)[nH]c2c1	105	83	.	81	.	98	90	94
O=c1[nH]c2ccccc2c(O)c1CCCC1CCCCC1	88	82	.	88	102	100	90	92
COc1ccc(N2CCN(C(=O)CSc3ccc(-c4nc5cc(C)c(C)cc5[nH]4)cn3)CC2)cc1	43	22	95	86	57	70	33	87
O=C(O)C(Br)CN1C(=O)c2ccccc2C1=O (stereo unspecified)	97	108	97	110	107	93	107	116
CCOC(=O)Cn1c(=O)c2cc3c(=O)n(CC(=O)OCC)c(=O)c3cc2c1=O	101	39	107	110	94	.	107	100
CC(C)NCC(O)c1ccc(NS(C)(=O)=O)cc1 (stereo unspecified)	106	107	106	114	94	103	103	101
Cc1ccccc1C(=O)Nc1ccccc1	97	87	99	108	101	113	101	105
COc1ccc(/C(C)=N/N=C2C(=O)Nc3c(F)cccc32)cc1S(N)(=O)=O	85	91	98	89	97	103	83	96
Clc1ccc(C=Nc2ccc(Nc3ncnc4sc5c(c34)CCN(Cc3ccccc3)C5)cc2)cc1	83	93	104	98	98	94	105	110
O=C(N=Nc1c(O)[nH]c2ccc(Cl)cc12)c1cc(-c2ccc(Cl)cc2)nc2ccccc12	60	80	101	102	75	99	85	115
Nc1ccccc1SC1CC(=O)N(c2ccccc2)C1=O (stereo unspecified)	97	85	97	94	87	95	91	94
COc1cc2oc(-c3cccc(C(=O)Nc4ccc(Cl)cc4)c3)cc(=O)c2c(OC)c1OC	17	24	33	-3.1*	2.2*	14	38	31
O=C(NO)c1ccc(NC(=O)c2nc(-c3ccccc3)n(-c3ccccc3)n2)cc1	73	65	80	95	90	50	99	98
O=C(Nc1nc2ccccc2s1)c1cccs1	32	23	91	78	80	82	82	81
N#C/C(=N\Nc1ccccc1)C(=O)Nc1cc(-c2ccccc2)nn1-c1ccccc1	16	9.7*	42	26	53	4.7*	16	23
COc1cc(/C=C2\CCCC3=C2NC(C)=NC3c2cc(OC)c(OC)c(OC)c2)cc(OC)c1OC (stereo unspecified)	23	79	49	13	-41*	30	3.0*	27
C=C1C(=O)O[C@H]2[C@H]1CC/C(COC(=O)NCc1ccc(Cn3c(=O)sn(-c4ccc(C#N)cc4)c3=O)cc1)=C\CC[C@@]1(C)O[C@@H]21	28	28	99	49	66	57	60	85
COc1ccc(-c2nn(-c3cccc(Cl)c3)cc2-c2cc(-c3ccc(Br)cc3)[nH]c(=O)c2C#N)cc1	65	71	33	61	70	69	66	122
CCCCCC(=O)Nc1cc(S(=O)(=O)O)cc2cc(S(=O)(=O)O)cc(O)c12	103	117	110	109	92	112	123	103
O=C(NCCCCC(c1ccc(F)cc1)c1ccc(F)cc1)NCCCc1cccnc1	13	5.2*	56	45	42	-13*	-16*	-1.4*
Clc1cccc(Cc2cn3cc(-c4ccccc4)nc3s2)c1Cl	26	22	74	62	34	73	105	95
N/C(=N\c1nc(-c2cccc([N+](=O)[O-])c2)cs1)NC(=O)Nc1cccc2ccccc12	69	78	74	83	91	82	89	100
COc1cc(C2=CC(c3ccc(C)cc3Br)N3C=CSC3=N2)cc(OC)c1OC (stereo unspecified)	89	111	104	127	106	104	113	109
COC(=O)Cc1nc(C#N)c(N(C)C)o1	95	90	87	100	98	105	93	89
C=C1SC(=Nc2ccccc2Cl)N(C(=O)c2sc3ccccc3c2Cl)C1(C)C	21	35	73	50	77	80	85	151
COc1ccc(-c2nc(N=Nc3c(O)[nH]c4ccc(Br)cc34)[nH]c(=O)c2C#N)cc1OC	91	97	91	99	98	94	102	93
Nc1c(C(=O)Nc2cc(Cl)cc(Cl)c2)sc2nc3c(cc12)C(O)CCC3 (stereo unspecified)	87	92	105	108	100	98	99	90
Cc1nc2ccccc2nc1CC(O)(c1ccccc1)c1ccccc1	106	90	105	112	95	104	101	110
CN(C)CCOc1cccc(NC2=C(Cl)C(=O)C(Nc3cccc(OCCN(C)C)c3)=C(Cl)C2=O)c1	-41*	-42*	0.8*	-75*	-82*	-75*	.	-74*
Cc1ccc(CC(=O)O)cc1	96	105	99	107	102	95	96	102
Cc1cc(C)c(Nc2nc3c(s2)C2=CC[C@H]4[C@@H]5CC[C@H]([C@H](C)CCCC(C)C)[C@@]5(C)CC[C@@H]4[C@@]2(C)CC3)c(C)c1	102	102	101	89	99	103	98	105
Cc1ccc(/C=C/c2nn3c(-c4ccco4)nnc3s2)cc1	89	93	116	110	105	106	99	.
NC(Cc1ccc(O)cc1)C(=O)N/N=C/c1ccccc1O (stereo unspecified)	96	98	107	109	93	80	95	.
COc1ccc(-c2cc(-c3nnc(SCC(=O)Nc4ccc(C(=O)/C=C/c5cc(OC)c(OC)c(OC)c5)cc4)n3-c3ccccc3)c3ccccc3n2)cc1	79	84	98	87	97	97	92	107
COc1cc(CNC(=O)C[C@@H](C)CCC=C(C)C)ccc1O	97	89	.	80	93	90	96	102
COC(=O)c1cc(=O)c2c(ccc3oc(=O)ccc32)[nH]1	98	97	128	119	97	.	106	.
Nc1cc(=O)n(CC(=O)Nc2ccccc2)n1S(=O)(=O)c1ccccc1	96	.	91	91	93	98	97	100
CC(C)c1ccc(Cn2nc(Nc3ccc(Cl)c(Cl)c3)nc2N)cc1	48	47	82	84	80	78	92	105
COc1ccc(/C=N\Nc2nc(SCCC(C)C)nc(-c3ccc(OC)cc3)c2C#N)cc1	63	23	29	78	66	65	93	103
CN(C)c1ccnc(CNCCSC2(c3ccccc3)c3ccccc3C=Cc3ccccc32)c1	-76*	-32*	-34*	-50*	-96*	-93*	-47*	-47*
Cc1[nH]n(C(N)=S)c(=O)c1N=Nc1ccc(S(=O)(=O)Nc2ccncn2)cc1	88	109	86	85	87	137	143	.
O=c1cc(O)c2sc(-c3ccc(F)cc3)cc2[nH]1	94	82	102	96	104	93	99	103
O=C(/C(Cl)=N/O)c1ccc(Cl)cc1	97	93	146	97	102	113	.	87
COc1cc(CNC(=O)CCCC/C=C/C(C)C)ccc1OCc1nnc(Nc2cccc(Br)c2)o1	84	59	94	78	89	.	76	105
CCOC(=O)c1ccc(Nc2ccnc(SCC(=O)c3ccc(-c4ccccc4)cc3)n2)cc1	91	94	107	98	105	97	100	108
CCOc1ccc(NC(=S)n2c(=O)cc(C)c3ccc(O)cc32)cc1	106	100	95	94	99	94	107	103
COc1ccc(-c2cc(=O)c3ccc4ccccc4c3o2)cc1OC	71	60	49	65	.	73	.	90
Cn1c(/N=C/c2ccc([N+](=O)[O-])cc2)c(N)c(=O)n(C)c1=O	101	.	102	88	93	134	108	102
CCOc1ccc(-c2c(C#N)c(-c3ccc(Br)cc3)nc3n[nH]c(-c4ccc(Br)cc4)c23)cc1OC	36	18	.	.	.	59	68	66
COc1cc(C)cc2oc3oc(=N)c(-c4csc(-c5cc6ccccc6o5)n4)cc3c(=O)c12	88	.	112	114	99	98	106	103
CC1=C(C)C(=O)C(N2CCC(c3ccccc3)CC2)=CC1=O	67	57	96	61	46	86	72	86
C=CCNc1ccc2c3c(cccc13)C(=O)N(c1ccc(/C(=C(\C)c3ccccc3)c3ccccc3)cc1)C2=O	80	63	106	97	.	116	107	100
CCOC(=O)/C=C(\C)OCC	95	108	112	108	92	100	100	106
COc1cc(/C=C2\CCCC3C2=Nc2ccccc2NC3c2cc(OC)c(OC)c(OC)c2)cc(OC)c1OC (stereo unspecified)	37	24	53	24	-62*	-35*	-16*	18

Screening results as filed in PubChem BioAssay.
